# HTRA1 inhibitor = HTRA1 serine protease inhibitors, primary screen, biochemical, fluorescence polarization, HTS. Q92743. recombinant HTRA1, FP-rhodamine activity-based probe. inhibition, % at 5.96 µM. 340,000 tested, 0.5% active; in the data active = inhibition above about 36%;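 also: 0% = enzyme with DMSO and 100% = wells lacking enzyme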
# Target sequence (Q92743 whole entry, looked up): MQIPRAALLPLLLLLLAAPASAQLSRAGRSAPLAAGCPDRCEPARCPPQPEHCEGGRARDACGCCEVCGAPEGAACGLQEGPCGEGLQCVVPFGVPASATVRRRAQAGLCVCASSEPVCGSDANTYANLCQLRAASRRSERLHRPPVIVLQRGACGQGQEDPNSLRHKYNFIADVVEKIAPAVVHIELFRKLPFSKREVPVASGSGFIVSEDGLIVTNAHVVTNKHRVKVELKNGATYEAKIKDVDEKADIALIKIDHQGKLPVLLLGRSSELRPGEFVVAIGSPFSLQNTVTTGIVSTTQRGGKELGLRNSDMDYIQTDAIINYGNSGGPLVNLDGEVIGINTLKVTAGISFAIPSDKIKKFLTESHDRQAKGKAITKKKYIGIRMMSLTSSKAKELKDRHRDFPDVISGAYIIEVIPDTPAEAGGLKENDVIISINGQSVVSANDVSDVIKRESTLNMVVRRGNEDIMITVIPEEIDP
# TDP2 inh = human TDP2 enzyme inhibitors, primary screen, biochemical, epi absorbance, recombinant enzyme. Tyrosyl-DNA phosphodiesterase 2 (Homo sapiens), O95551. T5PNP hydrolysis, p-nitrophenol absorbance 415 nm. inhibition, % at 12.8 µM. 370,000 tested, 0.34% active;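 active = inhibition above the mean of all tested compounds plus 3 SD, set per campaign, cut at about 25% in these data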;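 also: 0% = DMSO with enzyme and 100% = buffer with substrate but no TDP2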
#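 Assay system: recombinant human TDP2 / Reagent: T5PNP substrate at 5 mM, a TopII-DNA adduct mimic / Measured by: epi absorbance from released p-nitrophenol / Evaluation: % inhibition relative to enzyme-containing and enzyme-free wells / Control set: enzyme-free and DMSO wells / Replicates: each compound tested once, singlicate / Schedule: enzyme reaction with compound for 2 h at 37 °C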
# TCR CD3 inh = inhibitors of human TCR-CD3 interaction, primary screen, biochemical, fluorescence, TAMRA-labeled TCR probe; inhibition, % at 9.4 µM; 360,000 tested, 0.37% active; in the data active = inhibition above about 19%;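 also: recombinant mutant TCR 2C K166C tagged with TAMRA read by polarization; 0% = receptor in buffer alone and 100% = receptor with positive control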
# PRMT1 FP inh = PRMT1 methyltransferase inhibitors, primary screen, biochemical, fluorescence polarization | recombinant PRMT1, activity-based probe fluorescence polarization | Protein arginine N-methyltransferase 1 (Homo sapiens), Q99873 | inhibition, % at 2.79 µM | 370,000 tested, 1.3% active;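 active = inhibition above about 21% made by adding two undisclosed values, limit read from the data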
# Target sequence (Q99873 whole entry, looked up): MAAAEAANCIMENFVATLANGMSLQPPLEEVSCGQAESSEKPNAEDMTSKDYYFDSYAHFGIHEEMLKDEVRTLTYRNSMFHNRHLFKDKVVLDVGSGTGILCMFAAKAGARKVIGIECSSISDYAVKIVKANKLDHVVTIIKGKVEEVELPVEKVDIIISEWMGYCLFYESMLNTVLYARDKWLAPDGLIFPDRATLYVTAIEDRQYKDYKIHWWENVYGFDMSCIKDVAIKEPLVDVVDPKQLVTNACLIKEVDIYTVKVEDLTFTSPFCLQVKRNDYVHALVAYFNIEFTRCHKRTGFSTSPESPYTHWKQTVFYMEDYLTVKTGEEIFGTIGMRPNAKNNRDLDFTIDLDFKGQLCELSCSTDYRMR
# LEDGF integ inh = blockers of LEDGF/p75-dependent integrase strand transfer – biochemical, TR-FRET, high throughput, primary screen. HIV-1 integrase (with human LEDGF/p75). TR-FRET IN-LEDGF/p75 DNA integration, Eu/Cy5. inhibition, % at 3.7 µM. 370,000 tested, 0.64% active. AID 743269, 2014;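 active = inhibition above the screen-wide mean plus 3 SD, cut at about 13% in these data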;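 also: signal is the Cy5 over europium emission ratio at 671 and 618 nm; 0% = plate median of compound wells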
# SIAE inh = human SIAE inhibitors, primary screen, biochemical, fluorescence polarization, FP-Rh probe, 1536-well HTS; Sialate O-acetylesterase (Homo sapiens), Q9HAT2; SIAE FP-Rh probe binding; inhibition, % at 9.66 µM; 370,000 tested, 0.69% active; AID 1053197, 2014;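 active = inhibition above a cutoff: mean of compounds within the control limits plus 3 SD of those, cut at about 17% in these data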;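 also: 0% = plate median of compound wells and 100% = probe without SIAE protein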
# rCAG binder = binders of r(CAG) RNA repeats, primary screen, biochemical, fluorescence | r(CAG) RNA repeat, TO-PRO-1 dye displacement fluorescence | inhibition, % at 3 µM | 370,000 tested, 1.3% active | AID 651821, 2012;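 active = inhibition above the plate cutoff, the mean of all test compounds on that plate plus 3 SD, cut at about 35% in these data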;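 also: 0% = DMSO alone and 100% = 100 µM mitoxantrone as full dye displacement; higher means more dye released from RNA so lower well fluorescence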
# ABHD4 inh = ABHD4 inhibitors, primary screen, biochemical, fluorescence polarization, mouse. (Lyso)-N-acylphosphatidylethanolamine lipase (Mus musculus), Q8VD66. purified mABHD4, FP-Rh probe fluorescence polarization. inhibition, % at 8.92 µM. 370,000 tested, 0.54% active;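 active = inhibition exceeding the mean over every tested compound plus 3 SD, cut at about 30% in these data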;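 also: 0% = plate median of compound wells and 100% = S159A mutant with DMSO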
#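 System: mouse ABHD4 enzyme, wild type / Medium: HEPES pH 7.0, NaCl, Pluronic buffer / Reagent: FP-Rh activity-based fluorescent probe / Control set: S159A mutant high control, sample median low control / Detection: fluorescence polarization with parallel and perpendicular emission, 525/598 nm / Schedule: 45 min + 60 min at 25 °C / Compound dosing: 8.92 µM, single dose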
# NPR2 activator = human GC-B receptor activators, primary screen, HEK293 GC-B cells, cGMP TR-FRET, EC30 CNP | 0% at EC30 CNP, 100% saturating CNP | activation, % at 10 µM | 370,000 tested, 0.11% active | AID 1920062, 2024;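 active = activation at 10 µM reaching about 35% in either raw or pattern-adjusted values, limit read from the data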
# MBD2 inh = inhibitors of MBD2 binding to methylated DNA, primary screen, biochemical, TR-FRET, DNA-binding domain, human | MBD2 binding to methylated oligonucleotide | inhibition, % at 4.4 µM | 370,000 tested, 0.31% active; in the data active = inhibition above about 13%
# Active calls of the source: *; nt = not tested or not shown. Not all compounds are listed; count on the stated rates, not on these rows.
SMILES,HTRA1 inhibitor,TDP2 inh,TCR CD3 inh,PRMT1 FP inh,LEDGF integ inh,SIAE inh,rCAG binder,ABHD4 inh,NPR2 activator,MBD2 inh
O=C(Nc1ccccn1)c1onc2c1CCCC2,-2,3,11,-2,-2,-2,-1,1,1,-2
Cc1ccc2nc(N3CCN(Cc4nnnn4Cc4ccccc4)CC3)c(C#N)cc2c1,-40,4,-1,2,-1,-9,0,-7,-4,4
C=CCC12C[C@@]3(O[C@H](c4ccc(C(F)(F)F)cc4)N=C3C[C@H](c3ccc(OC)cc3)[C@H]1C)N(Cc1ccc3c(c1)OCO3)C2=O,nt,0,2,-1,-4,-1,7,-6,8,1
O=C(NC(=S)N(Cc1ccccc1)Cc1ccccc1)C1CCCCC1,5,-2,6,-1,7,3,2,0,-11,1
Cc1cccc(C)c1NC(=O)CNC(=O)C12CC3CC(CC(O)(C3)C1)C2,-3,5,-1,-1,3,-5,1,-1,-3,1
O=C(NCc1ccc(Cl)cc1)N1CCN(S(=O)(=O)c2ccccc2)CC1,-9,4,-13,0,-1,5,2,-2,3,-2
O=C(Oc1cccc(-n2cnnn2)c1)c1ccccc1Cl,5,-13,-5,8,-4,-14,-1,-12,2,3
COc1cc2nc(Nc3ccc(C)c(C)c3)nc(N)c2cc1OC,18,2,-3,3,2,8,7,28,-14,1
COCC(C)N1CCC(n2nccc2NC(=O)CCCc2ccccc2)CC1 (stereo unspecified),-2,22,6,-3,5,9,-3,1,4,-2
O=C(COc1ccc(Cl)cc1)NCCSCc1cccc(Cl)c1,-37,-3,9,-1,-1,1,-3,-18,-9,1
COc1cc2[nH]c(=S)nc(NCCC(C)C)c2cc1OC,2,1,2,5,1,4,1,2,-3,-1
CC(=O)N1CCCN(Cc2cn(-c3cc(C)ccc3C)nc2-c2ccccc2)CC1,-23,1,-5,4,-5,15,-8,7,-3,1
CC1Cc2ccccc2N1CC(=O)Nc1ccc(S(N)(=O)=O)cc1 (stereo unspecified),6,-1,6,-1,0,4,15,-4,0,-1
CC1=[N+]([O-])C(C)(C)C(c2ccc(Br)cc2)=[N+]1[O-],6,0,-1,-1,6,7,2,-3,6,-9
COc1ccc2cc(C(=O)NCCO)sc(=O)c2c1OC,6,0,6,-1,3,0,1,3,-4,-9
Cc1c(C(=O)OCC(=O)Nc2ccc(S(N)(=O)=O)cc2)oc2c1ccc1ccccc12,-9,-13,-1,-3,-2,-9,21,-19,-12,4
COc1ccc2c(c1)c(C(=O)N/N=C/c1cccc(O)c1)c(C)n2C,-2,6,1,-1,4,0,3,5,-2,4
Cc1cc(C)n2[nH]c(=O)c(N=Nc3ccc(S(N)(=O)=O)cc3)c2n1,3,-10,0,-1,-6,7,13,5,-11,-12
O=C1CCC(=O)N(c2ccccc2)N1,5,10,-1,1,-4,1,-1,1,1,2
COc1cccc(-n2cc(CNCc3c(C(=O)N(C)C)nc4ccc(Cl)cn34)cn2)c1,-1,10,5,-2,0,-3,-3,1,-20,-6
CC(=O)N(C)c1ccc(OCC(O)Cn2c3ccc(Cl)cc3c3cc(Cl)ccc32)cc1 (stereo unspecified),-82,-18,-7,10,2,-16,13,-17,-13,-5
COC(=O)c1[nH]c2cc(C)ccc2c1NC(=O)CN1CCN(C(=O)c2ccco2)CC1,3,-1,4,4,1,1,-5,5,7,3
Cc1nc([N+](=O)[O-])c(SCC(O)CCl)n1Cc1ccc(Cl)cc1 (stereo unspecified),-1,-9,-6,-1,2,7,-2,3,-6,3
CC1=C(C(=O)Nc2ccccc2C(=O)NC2CCCCC2)SCCO1,-3,1,4,1,-1,5,-5,-1,3,-6
O=C(Nc1ccccc1N1CCCC1)c1ccc(Cl)c(S(=O)(=O)N2CCOCC2)c1,-3,-8,0,2,1,5,0,-4,-7,1

# Following part.
SMILES,HTRA1 inhibitor,TDP2 inh,TCR CD3 inh,PRMT1 FP inh,LEDGF integ inh,SIAE inh,rCAG binder,ABHD4 inh,NPR2 activator,MBD2 inh
CCCCOc1ccc(CSc2nc(C)[nH]c2[N+](=O)[O-])cc1[N+](=O)[O-],nt,-7,1,-2,-2,-1,33,-3,5,2
CCn1c(N)nc2ccccc21,-2,-7,6,-3,3,-17,2,-4,-3,2
COc1ccc(NC(=S)N2CCN(c3ccc([N+](=O)[O-])cc3)CC2)cc1OC,-2,-10,-5,4,-5,-1,5,-5,-2,0
CCCCN1C(=O)C(CC(=O)NC(c2ccccc2)c2ccccc2)CC(C(=O)N2CCCCCC2)=C1C (stereo unspecified),nt,1,-9,2,-4,-1,-1,-6,-5,1
CC(C)c1ccc(NC2CCCN(C(=O)C3=NN(C)C(=O)CC3)C2)cc1 (stereo unspecified),4,10,3,1,-2,3,-3,1,7,0
O=C(O)c1ccc(N/N=C/c2cccc3nccnc23)cc1,-1,13,2,1,0,2,1,15,-4,-6
Cc1nc2ccccc2n1CSc1ccccc1,2,5,4,2,4,2,-5,6,2,-3
CC1=C(C(=O)Nc2ccc(C)cc2)C(c2cccs2)NC(=S)N1 (stereo unspecified),4,13,6,1,-2,-1,4,2,1,5
Cc1ccc(CNC(=O)Cn2ccc3ccccc3c2=O)o1,-2,3,-5,6,-1,1,-3,6,0,2
Cn1c(=O)c2c(ncn2CC(=O)NC2CCCCC2)n(C)c1=O,-2,7,-3,1,1,7,-1,5,-2,-3
COc1ccc(C(=O)OCC(=O)Nc2ccccc2)cc1[N+](=O)[O-],2,-6,1,-8,5,3,-3,-3,-8,2
Cc1cc(C(F)F)n2nc(C(=O)Nc3cccnc3Cl)nc2n1,-2,-2,5,1,0,6,3,3,4,7
CCCc1cc(C(=O)Nc2cccnc2Cl)no1,3,-3,2,1,2,4,-2,2,4,5
Cc1ccc(-c2cn3cccnc3n2)cc1NC(=O)c1ccc(Br)o1,-2,-4,-1,4,3,4,9,-18,3,7
CCOc1nonc1C(=N)/C(C(C)=O)=C(\C)O,-5,6,5,2,2,0,0,3,6,-6
COC(=O)c1ccc(C(=O)Nc2cc(Cl)ccc2Cl)cc1NC(=O)c1ccc(N(C)C)cc1,-2,6,0,2,2,0,3,-1,2,0
CC(C)(C)OC(=O)NCc1ccc(NC(=O)c2nc[nH]c2C(=O)N[C@@H](Cc2ccccc2)C(=O)OCc2ccccc2)cc1,-40,1,-1,0,2,-69,12,-62,-2,1
Cc1ccc(-n2nc(C)c3c2OC(N)=C(C#N)C3c2ccoc2)cc1 (stereo unspecified),1,9,-6,4,1,3,8,10,-5,-7
O=C(CCN1C(=O)/C(=C/c2cccs2)SC1=S)NNC(=O)c1cccc(O)c1,-36,-3,2,3,6,-79,18,-54,1,2
Cc1noc(C)c1C(=O)N1CCC1(C)C(=O)NS(=O)(=O)c1ccc(Br)cc1 (stereo unspecified),nt,6,2,3,-4,0,2,3,5,3
O=C(Nc1cccc2ccccc12)NC1CCCc2ccccc21 (stereo unspecified),-2,-5,-3,-1,-1,-10,-2,-4,-1,5
COc1ccc(C(=O)NC(=O)COC(=O)c2ccc(C)o2)cc1,-1,8,7,-1,4,-2,4,2,0,-3
C[C@@H]1ON(C)[C@H]2C[C@H]3c4[nH]c5cccc(-c6ccc7c(c6)OCO7)c5c4CCN3C(=O)[C@@H]12,nt,1,3,-2,2,7,13,9,5,-3
Cc1ccc(OCCNC(=O)c2cccc(C)c2)cc1,-10,12,1,-3,3,13,-4,2,-1,-1
O=C(NC(c1ccccc1)c1ccc2ccccc2n1)C1CCN(Cc2ccc(Oc3ccccc3)cc2)CC1 (stereo unspecified),nt,-11,-7,-3,4,-16,3,-7,3,2

# Other entries
SMILES,HTRA1 inhibitor,TDP2 inh,TCR CD3 inh,PRMT1 FP inh,LEDGF integ inh,SIAE inh,rCAG binder,ABHD4 inh,NPR2 activator,MBD2 inh
Cc1c(OCC(=O)NC2CCN(Cc3ccccc3)CC2)ccc2c3c(c(=O)oc12)CCC3,-2,22,0,2,1,3,-1,1,-7,0
COc1ccc(C=C2SC(=S)NC2=O)cc1,-5,-5,0,-1,4,-12,4,-22,-5,-5
Cc1[nH]c2ccccc2c1C(=O)CN1CCC2(CC1)OCCO2,5,1,-1,2,2,5,3,4,0,-2
Cc1occc1C(=O)N1CCCC(N2CCN(c3cccc(C(F)(F)F)c3)CC2)C1 (stereo unspecified),3,3,0,-2,1,5,-17,1,8,5
COC(=O)CCCC[C@@H]1O[C@H](CCc2ccccc2)Cc2[nH][nH]c(=O)c21,nt,9,3,-1,-1,5,8,8,-3,-2
COc1ccc(C(=O)N(C)Cc2ccccn2)cc1OC1CCN(C(C)C)CC1,1,6,1,0,-3,6,-5,1,0,4
COC(=O)[C@]12CCCCC=C1N(CCC1=CCCCC1)C(=O)[C@H](CC(=O)NCCCCc1ccccc1)C2,nt,-4,-7,4,0,-5,9,0,0,7
CC(=O)NC(CC(=O)OCc1ccc([N+](=O)[O-])cc1)c1ccccc1 (stereo unspecified),-4,10,-5,1,0,1,-1,-4,2,2
Cn1cccc1CNCc1ccccc1Cl,10,-11,2,-1,-1,6,2,6,-4,-5
CCn1cc(C(=O)NCCCN(C)c2ccccc2)c(=O)c2cc(S(=O)(=O)N(C)C)ccc21,2,1,1,2,-3,-1,6,8,-3,4
Cc1ccccc1-n1c(-c2ccc(Br)o2)n[nH]c1=S,-3,6,-5,8,-3,5,2,3,-3,1
COc1cc(OC)cc(C(=O)NCCC(=O)NCCc2ccc(OC)c(OC)c2)c1,2,0,6,-3,-2,2,-8,2,0,3
COC(=O)c1ccc(C(=O)OC)c(NC(=O)CN(C)Cc2ccc(Cl)c(Cl)c2)c1,0,-3,-3,1,3,-4,2,17,6,4

# Retrieved by structure from the entries so far, 6 records:
SMILES,HTRA1 inhibitor,TDP2 inh,TCR CD3 inh,PRMT1 FP inh,LEDGF integ inh,SIAE inh,rCAG binder,ABHD4 inh,NPR2 activator,MBD2 inh
COC(=O)[C@]12CCCCC=C1N(CCC1=CCCCC1)C(=O)[C@H](CC(=O)NCCCCc1ccccc1)C2,nt,-4,-7,4,0,-5,9,0,0,7
Cc1[nH]c2ccccc2c1C(=O)CN1CCC2(CC1)OCCO2,5,1,-1,2,2,5,3,4,0,-2
Cc1c(OCC(=O)NC2CCN(Cc3ccccc3)CC2)ccc2c3c(c(=O)oc12)CCC3,-2,22,0,2,1,3,-1,1,-7,0
Cc1occc1C(=O)N1CCCC(N2CCN(c3cccc(C(F)(F)F)c3)CC2)C1 (stereo unspecified),3,3,0,-2,1,5,-17,1,8,5
Cc1ccccc1-n1c(-c2ccc(Br)o2)n[nH]c1=S,-3,6,-5,8,-3,5,2,3,-3,1
COc1ccc(C(=O)N(C)Cc2ccccn2)cc1OC1CCN(C(C)C)CC1,1,6,1,0,-3,6,-5,1,0,4

# Screens from PubChem BioAssay.
